Screening results (PubChem)
FadD28 FP inh: blocks FadD28 binding to the bisubstrate probe; hit rate 0.22% among 360,000; inhibition, % at 12.5 µM; fluorescence polarization; in the data active = inhibition above about 8.5%, passing the limit was not always enough; inconclusive = no clear call, values can overlap the other calls
BoNT A protease: inhibitors of Botulinum neurotoxin A light chain protease. inhibition, % at 10 µM. hit rate 0.17% among 360,000. multiplex microsphere protease substrate cleavage, flow cytometry; in the data active = inhibition above about 30%; inconclusive = no clear call, values can overlap the other calls; note: plate controls were buffer without enzyme for full effect and enzyme alone for no effect
Mtb BioA inh: inhibitors of Mycobacterium tuberculosis BioA enzyme; purified M. tuberculosis BioA enzyme, plate reader; inhibition, % at 9.99 µM; hit rate 0.096% among 360,000; in the data active = inhibition above about 40%; inconclusive = no clear call, values can overlap the other calls
PrPC surface inh: cell surface PrPC inhibition, primary TR-FRET screen; P04156; TR-FRET read-out; inhibition, % at 13.8 µM; hit rate 0.43% among 370,000; in the data active = inhibition above about 24%; note: 0% = median of the test wells and 100% = reference compound wells
BoNT F protease: inhibitors of Botulinum neurotoxin F light chain protease; Multiplex microsphere protease cleavage assay, flow cytometry; inhibition, % at 10 µM; hit rate 0.22% among 360,000; in the data active = inhibition above about 35%, passing the limit was not always enough; inconclusive = no clear call, values can overlap the other calls; note: plate controls were buffer without enzyme for full effect and enzyme alone for no effect
CCHF vOTU inh: CCHFV vOTU protease inhibition; Pep-AMC fluorescence; inhibition, % at 11.5 µM; hit rate 0.55% among 370,000; note: 0% = vehicle wells with enzyme and 100% = no enzyme wells
GDH-TPI inh: counter-screen for M. tuberculosis FBA inhibitors: GDH-TPI coupled enzymes | GDH-TPI coupled enzyme counterscreen, NADH absorbance | inhibition, % at 4.8 µM | hit rate 1.2% among 360,000;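 note: 0% = DMSO wells and 100% = wells lacking the enzyme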
Mtb FBA inh: inhibits M. tuberculosis FBA enzyme | purified M. tuberculosis FBA, fluorescence read-out | inhibition, % at 1 µM | P9WQA3 | hit rate 2.3% among 360,000 | AID 588726; in the data active = inhibition above about 27%;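 note: 0% = vehicle and 100% = reference inhibitor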
Target sequence (P9WQA3 whole entry, looked up): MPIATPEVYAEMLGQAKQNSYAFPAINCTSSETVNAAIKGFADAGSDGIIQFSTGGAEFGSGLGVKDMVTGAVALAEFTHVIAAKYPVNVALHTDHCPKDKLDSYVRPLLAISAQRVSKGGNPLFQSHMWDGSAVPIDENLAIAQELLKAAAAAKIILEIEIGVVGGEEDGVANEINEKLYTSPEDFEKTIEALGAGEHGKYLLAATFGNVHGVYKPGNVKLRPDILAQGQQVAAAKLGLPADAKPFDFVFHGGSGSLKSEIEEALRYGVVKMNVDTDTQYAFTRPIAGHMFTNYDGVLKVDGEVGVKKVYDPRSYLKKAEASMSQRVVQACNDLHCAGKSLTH
Mtb UGM inh: Mtb UDP-galactopyranose mutase inhibition; hit rate 0.06% among 320,000; purified UGM, fluorescence polarization probe displacement; P9WIQ1; inhibition, % at 10 µM; in the data active = inhibition above about 10%, passing the limit was not always enough; inconclusive = no clear call, values can overlap the other calls
Target sequence (P9WIQ1 whole entry, looked up): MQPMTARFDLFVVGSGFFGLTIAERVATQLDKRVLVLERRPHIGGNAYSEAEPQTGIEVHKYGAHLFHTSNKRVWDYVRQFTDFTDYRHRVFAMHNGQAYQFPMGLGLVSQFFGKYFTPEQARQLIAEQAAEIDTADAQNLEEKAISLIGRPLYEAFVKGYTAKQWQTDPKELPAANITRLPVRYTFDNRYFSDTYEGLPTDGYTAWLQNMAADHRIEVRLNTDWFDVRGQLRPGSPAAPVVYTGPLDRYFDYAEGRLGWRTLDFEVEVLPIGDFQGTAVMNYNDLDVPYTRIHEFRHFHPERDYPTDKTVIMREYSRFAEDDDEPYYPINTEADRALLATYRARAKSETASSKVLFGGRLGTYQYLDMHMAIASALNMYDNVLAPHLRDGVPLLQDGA
* hit, by the source's call; ? = inconclusive; / = no result given; & = joins results of further samples. Cut-off read from the data, not from the text of the source, unless noted: active = inhibition above about 30%; inactive = the rest.

SMILES	FadD28 FP inh	BoNT A protease	Mtb BioA inh	PrPC surface inh	BoNT F protease	CCHF vOTU inh	GDH-TPI inh	Mtb FBA inh	Mtb UGM inh
CC(=O)Nc1ccc(NC(=O)C(C)OC(=O)C23CC4CC(CC(Cl)(C4)C2)C3)cc1 (configuration not stated)	-1.3	0.3	1.0	8	-9	0	-1	2	4.6
CCCCCCCn1c(NC(=O)CC)nc2ccccc21	-1.8	-1.8	2.8	3	?	17	5	0	-1.0
CC(C)(C)C1CCN2CCCC(c3ccc([N+](=O)[O-])cc3)(C1)C21OCCO1 (configuration not stated)	/	-0.3	/	-3	3	-3	/	/	/
O=C(CNC(=O)COc1ccccc1)NCc1cccnc1	-3.4	0.9	-0.9	-1	6	10	-4	1	-1.9
CCN1CCN(C(=O)C2CCN(S(=O)(=O)N3CCC4(CC3)OCCO4)CC2)CC1	-2.5	-0.4	-2.4	2	5	6	0	1	1.0
CCCCN1C=CC(=C2N=c3cccc([N+](=O)[O-])c3=N2)C=C1	-0.9	-0.2	/	-52	1	12	20	-8	-2.9
CC(C)Cn1c(O)c(N=NC(=O)c2cccc(S(=O)(=O)N3CCCCC3)c2)c2ccccc21	-2.2	-0.5	0.8	7	-7	-15	20	2	-2.0
CN(C)S(=O)(=O)c1ccc2nnn(O)c2c1	0.5	-0.2	-1.9	8	-4	-10	-2	0	-1.1
CCOc1c(Cl)cc(C(=O)Nc2ccccc2C(=O)O)cc1Cl	-4.5	?	-0.9	-2	2	-1	-4	0	-0.9
COc1ccc(CCNC(=O)C(=O)NCC2CCCO2)cc1 (configuration not stated)	-1.3	-0.1	0.2	0	2	-8	3	2	1.8
CCOC(=O)c1c(C)[nH]c(C(=O)OCC(=O)Nc2ccc(Cl)cn2)c1C	-0.9	-0.3	-2.7	2	-10	16	11	4	-1.9
CCOC(=O)N1CCC(N(CCOC)C(=O)Nc2ccc(Cl)c(Cl)c2)CC1	-0.6	-0.8	1.4	-3	-1	10	4	-1	-0.5
Cc1ccn2c(=O)nc(SCC(=O)OCc3ccccc3)nc2c1	-0.6	-13	-1.6	0	-19	-1	9	1	1.0
O=C(CN(CC1CCCO1)C(=O)CNS(=O)(=O)c1ccccc1)NCc1ccco1 (configuration not stated)	-1.3	-0.1	/	-10	0	-3	-7	-3	-2.7
CCN(CC(=O)NCc1ccc(F)cc1)C(=O)CN1CCN(c2ccc(OC)cc2)CC1	-4.1	-0.2	-1.5	-7	?	-3	0	4	0.6
CC1CCCN(C(=O)C2CC(=O)N(c3ccc(Cl)cc3)C2)C1 (configuration not stated)	-0.1	1.0	4.0	-2	-7	2	-3	-1	1.4
CC1CCCCC1NC(=O)C1CCN(S(=O)(=O)N2CCC3(CC2)OCCO3)CC1 (configuration not stated)	0.2	-0.8	-1.2	2	-7	18	9	3	-2.1
COc1cccc(/C=C/C(=O)c2cccc([N+](=O)[O-])c2)c1	0.9	0.6	/	-11	-3	-16	6	4	0.2
CCCCC(CC)C(=O)Oc1ccc(O)c(C(C)(C)C)c1 (configuration not stated)	-4.8	0.7	8.5	-3	-9	31*	-1	0	0.8
COc1ccc2c(c1OC)CN1CCc3cc4c(cc3[C@H]1C2)OCO4	-3.5	0.2	4.5	/	-1	/	0	2	1.6
CCOC(=O)Oc1ccc2oc(=O)cc(C)c2c1	-0.3	0.6	/	0	-3	-8	12	0	2.0
COc1ccc2c(c1OC)C(=O)OC2Nn1cncn1 (configuration not stated)	-4.1	-0.1	/	6	-11	-8	3	5	-1.0
Cc1cc([N+](=O)[O-])ccc1NC(=O)CN1C2CCC1CC(NC(=O)NC13CC4CC(CC(C4)C1)C3)C2 (configuration not stated)	-0.9	0.4	-0.5	-8	1	-6	2	3	0.9
Cc1ccccc1C(=O)N1CCC(C(=O)Nc2ccc3c(c2)OCO3)CC1	-1.0	0.2	1.8	0	-6	16	7	5	-2.7
O=C(Cc1ccc(-n2cccc2)cc1)N1CCc2ccccc21	-0.5	-0.5	/	6	5	3	0	12	0.0
Later entries
SMILES	FadD28 FP inh	BoNT A protease	Mtb BioA inh	PrPC surface inh	BoNT F protease	CCHF vOTU inh	GDH-TPI inh	Mtb FBA inh	Mtb UGM inh
O=C1CN(c2ccccc2)C(=S)N1C(=O)c1ccccc1	-3.1	-3.7	-2.3	-8	-16	15	-2	-4	0.9
CCN(CC(=O)Nc1ccc(OC)cc1)C(=O)Cc1ccc(OC)c(S(=O)(=O)N2CCOCC2)c1	/	4.0	-0.3	-2	-3	-5	10	5	-1.3
COc1ccc(CNc2nc(-c3cccnc3)nn2C(=O)CC(C)C)cc1	-3.0	0.7	/	0	3	8	-2	-4	-0.5
Oc1ccccc1Oc1ncc(Br)c(Cl)n1	-0.9	-3.4	-0.1	-5	-19	2	-1	0	4.6
CN(C)N1C(N)=C(C#N)C(c2cccc3ccccc23)C2=C1CC(c1ccccc1)CC2=O (configuration not stated)	-1.0	-0.6	/	7	-3	-10	11	-2	0.5
COC(=O)N1C(=O)[C@](c2ccsc2)(C(C)C)N1C(=O)OC	-1.8	0.1	-3.2	-4	-5	-2	2	-1	-1.0
O=C(O)COn1c(-c2ccc(Cl)cc2)nc2ccc(Cl)cc21	-3.8	-0.4	/	0	-4	9	-1	-4	-0.5
CC(=O)Nc1ccc(CN(C)c2c(C)nc3ccc(C(=O)NCCCn4ccnc4)cn23)cc1	-3.8	0.0	0.8	-2	-5	7	-1	-3	/
CC(C)(C)n1nnnc1C(c1ccccc1)N1CCN(C(=O)C2CCCO2)CC1 (configuration not stated)	/	0.1	/	6	5	14	/	/	/
O=C(c1cccc(C(F)(F)F)c1)C1CCCN(Cc2cccn2-c2ccccn2)C1 (configuration not stated)	-2.0	-1.6	0.7	-10	-8	-13	-3	0	0.7
Cc1ccc(C(=O)N2CCCCC2)cc1S(=O)(=O)N1CCOCC1	-3.3	-2.2	-1.4	7	7	15	0	-1	1.4
O=C(CCCc1ccccc1)NCc1cn2ccsc2n1	0.9	-1.0	0.9	3	-12	0	2	5	0.4
CCOC(=O)c1c(C)[nH]c(C(=O)OCC(=O)N(C)CC(=O)Nc2ccccc2Cl)c1C	-1.9	2.9	-1.2	-3	?	14	1	-1	1.4
CCN1CCN(CC(=O)c2cc(OC)c(OC)c(OC)c2)CC1	0.2	-0.2	-0.5	6	1	-2	-1	-2	-1.4
Cc1ccc(C2=NCCn3nc4cc([N+](=O)[O-])ccc4c32)cc1	-2.1	6.6	0.2	-4	3	8	13	4	-0.4
O=C(O)CC/C(=C\c1ccc(Cl)c([N+](=O)[O-])c1)c1nc2ccccc2s1	-2.7	1.5	/	-13	5	11	16	-2	/
Cn1ccc2c(N3CCCCCCC3)cc3c(c21)C1CCC3O1 (configuration not stated)	-3.9	-0.9	-0.9	-2	-6	25	/	-4	/
CCOc1nc(NCCO)nc(NCCC2=CCCCC2)n1	-4.6	0.7	0.5	4	2	6	3	-1	6.8
Nc1ccc2c(c1)C(=O)Cc1ccccc1S2	-1.3	0.6	/	-3	-6	-19	-3	3	1.3
CCCNc1nc(OCC(F)(F)F)nc(OCC(F)(F)F)n1	-1.8	-1.3	1.2	-3	-9	-7	5	3	4.5
CCCCn1c(C)c(C(=O)O)c2cc(OC)ccc21	-1.1	0.9	-1.0	-7	-2	6	-6	2	1.7
O=C1CC2OCC=C3CN4CCC56c7cc([N+](=O)[O-])ccc7N1C5C2C3CC46 (configuration not stated)	-0.7	0.7	1.2	-14	6	1	8	-3	-1.1
COc1ccc(Cl)cc1-c1nc(SCC(=O)NCCN2C(=O)CSC2=O)n[nH]1	-1.9	0.1	/	1	1	4	3	1	0.5
COc1ccc(CNC(=O)c2coc(=O)c3ccccc23)c(OC)c1	-2.1	-0.4	-0.7	-1	-4	-6	1	-2	4.0
CCCNc1ncccc1C(N)=O	-1.4	0.7	0.0	-5	-5	-6	11	26	1.4

Four compounds from above, reduced to GDH-TPI inh:
SMILES | GDH-TPI inh
O=C(Cc1ccc(-n2cccc2)cc1)N1CCc2ccccc21 | 0
O=C1CC2OCC=C3CN4CCC56c7cc([N+](=O)[O-])ccc7N1C5C2C3CC46 (configuration not stated) | 8
COc1ccc(CCNC(=O)C(=O)NCC2CCCO2)cc1 (configuration not stated) | 3
CC(C)Cn1c(O)c(N=NC(=O)c2cccc(S(=O)(=O)N3CCCCC3)c2)c2ccccc21 | 20

(more compounds)
SMILES	FadD28 FP inh	BoNT A protease	Mtb BioA inh	PrPC surface inh	BoNT F protease	CCHF vOTU inh	GDH-TPI inh	Mtb FBA inh	Mtb UGM inh
Cc1csc(NC(=O)CSc2nnc(C)n2Cc2ccco2)n1	-1.6	0.5	0.8	3	-10	-4	4	4	-0.6
COc1cccc(/C=N/Nc2ccccc2C(=O)O)c1O	-0.8	-1.5	-1.2	-1	-13	8	6	0	1.2
O=C(Nc1ccccc1)C1=C[C@@H](c2coc3ccccc3c2=O)C[C@@H](OCc2ccc(CO)cc2)O1	-1.2	-0.3	-2.3	-11	-2	3	9	2	0.0
COc1ccc(C(=O)NCC(=O)OCC(=O)NC23CC4CC(CC(C4)C2)C3)cc1	0.5	-1.8	0.5	5	11	-5	-6	3	0.8
C[C@H]1CCCCO[C@@H](CN(C)C(=O)NC2CCCCC2)[C@@H](C)CN([C@@H](C)CO)C(=O)c2cc(NC(=O)Cc3ccccc3)ccc2O1	-4.4	-0.5	-0.1&5.6	1	2	14	5	-2	/
CCCNC(=O)Nc1nc(CC(=O)OCC)cs1	-0.3	0.7	/	4	4	8	0	11	1.7
CCC(=O)c1cn(/C(=C\C(=O)OC(C)(C)C)CCC(OC)OC)cc1CC	-0.8	-0.8	0.2	1	-5	-3	-4	2	0.1
Cc1ccc(-c2nc(C=Nc3ccccc3)c(O)o2)cc1	-4.9	0.0	/	7	0	2	0	-4	-0.4
CCOC(=O)/C(=N\Nc1ccccc1Cl)N1CC(C)OC(C)C1 (configuration not stated)	-1.0	-0.8	1.0	0	-2	24	15	2	-3.5
Cc1cc(C)cc(Cn2cc(CN3CC(N4CCCCC4)CS3(=O)=O)nn2)c1 (configuration not stated)	/	0.3	/	2	0	2	/	/	/
Cc1cccc(C)c1NC(=O)CN(C)C(=O)c1cc(S(=O)(=O)N2CCOCC2)ccc1N1CCCC1	0.8	-1.3	-1.2	-2	12	1	6	3	0.5
Cn1cccc1CNC(=S)Nc1ccccc1Cl	-2.8	-1.1	/	3	-2	1	6	-2	-0.3
CCCn1c(SCC(=O)Nc2nnc(C)s2)nnc1C1CC1	-2.4	-0.9	1.4	8	5	0	5	-1	0.2
C[C@@H]1CN([C@H](C)CO)C(=O)CCCn2cc(nn2)CO[C@H]1CN(C)C(=O)C1CCCCC1	-0.6	-0.5	1.7&-5.9&-2.2	6	-13	2	/	-1	/

Exported as labelled records: entries from further up.
SMILES: Cc1ccc(-c2nc(C=Nc3ccccc3)c(O)o2)cc1
- FadD28 FP inh: -4.9
- BoNT A protease: 0.0
- Mtb BioA inh: /
- PrPC surface inh: 7
- BoNT F protease: 0
- CCHF vOTU inh: 2
- GDH-TPI inh: 0
- Mtb FBA inh: -4
- Mtb UGM inh: -0.4
SMILES: Cc1cc(C)cc(Cn2cc(CN3CC(N4CCCCC4)CS3(=O)=O)nn2)c1 (configuration not stated)
- FadD28 FP inh: /
- BoNT A protease: 0.3
- Mtb BioA inh: /
- PrPC surface inh: 2
- BoNT F protease: 0
- CCHF vOTU inh: 2
- GDH-TPI inh: /
- Mtb FBA inh: /
- Mtb UGM inh: /
